CHO-K1 Ca PAM: nonselective activator or artifact in parental CHO-K1 calcium assay | ATP EC20, Fluo-8 calcium fluorescence; 0% at ATP EC20, 100% at ATP max | hit rate 0.02% among 360,000 | activation, % at 3 µM;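 active means activation above the run cutoff, the mean activation of all test compounds plus 3 SD, cut at about 40% in these data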;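 further: peak over basal fluorescence ratio in a 140 s read after ATP addition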
OXTR potentiator: human OXTR potentiation | P30559 | CHO-OTR cells, Fluo-8 calcium fluorescence, potentiator mode; 0% = oxytocin EC15, 100% = EC100 | activation, % at 3 µM | hit rate 0.061% among 320,000 | AID 2445;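 active means activation above that plate's cutoff, the mean activation of tested compounds plus 3 SD, cut at about 6.6% in these data, passing the limit was not always enough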;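 further: 100% uses oxytocin at 75 nM as the full agonist control; some results filed as inactive read as strong as hits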
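Dosing: Single dose, 3.0 µM nominal final compound concentration | Material: Human OTR in CHO cells | Technique: Kinetic Fluo-8 calcium fluorescence | Benchmarks: EC15 oxytocin alone as 0%, 75 nM oxytocin as 100% | Probe or stimulus: Oxytocin at about EC15, sub-maximal agonist stimulus | Incubation: Compound 6 min at room temperature before oxytocin, 100 s read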
CHRM1 agonist: human M1 muscarinic receptor agonism. P11229. CHO-K1 hM1, Fluo-8 calcium fluorescence, agonist mode; 0% DMSO, 100% acetylcholine EC100. activation, % at 3 µM. hit rate 0.33% among 360,000;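 active means activation above the run's mean compound activation plus 3 SD, cut at about 16% in these data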;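 further: peak over basal fluorescence ratio within a 140 s kinetic read after compound addition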
Target sequence (P11229 whole entry, looked up): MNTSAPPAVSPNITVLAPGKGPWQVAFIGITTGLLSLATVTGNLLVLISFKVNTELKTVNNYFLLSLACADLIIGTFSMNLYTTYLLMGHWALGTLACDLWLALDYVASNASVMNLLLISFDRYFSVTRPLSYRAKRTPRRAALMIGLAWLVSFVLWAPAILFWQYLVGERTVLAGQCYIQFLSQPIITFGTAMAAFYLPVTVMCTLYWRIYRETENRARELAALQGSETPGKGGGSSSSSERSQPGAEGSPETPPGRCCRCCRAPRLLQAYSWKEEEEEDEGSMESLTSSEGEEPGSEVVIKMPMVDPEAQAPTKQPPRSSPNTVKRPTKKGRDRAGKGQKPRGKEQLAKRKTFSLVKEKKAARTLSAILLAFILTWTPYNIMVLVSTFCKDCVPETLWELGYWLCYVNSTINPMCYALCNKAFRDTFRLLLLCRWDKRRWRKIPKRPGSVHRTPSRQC
CHO-K1 Ca ag: nonselective activator or artifact in parental CHO-K1 cells. activation, % at 3 µM. Fluo-8 calcium fluorescence; scaled to maximal ATP response, vehicle zero. AID 602248. hit rate 0.48% among 360,000; in the data active means activation above about 15%;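 further: untransfected CHO-K1 host cells lacking M1 receptor as counterscreen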
TAAR1 agonist: human TAAR1 agonism; AID 624467; hit rate 0.99% among 360,000; Q96RJ0; activation, % at 3 µM; CHO RD-HGA16 TAAR1, Fluo-8 calcium fluorescence; vehicle wells 0%, saturating PEA agonist 100%;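 active means activation above the mean activation of all test compounds in the run plus 3 SD, cut at about 38% in these data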
Target sequence (Q96RJ0 whole entry, looked up): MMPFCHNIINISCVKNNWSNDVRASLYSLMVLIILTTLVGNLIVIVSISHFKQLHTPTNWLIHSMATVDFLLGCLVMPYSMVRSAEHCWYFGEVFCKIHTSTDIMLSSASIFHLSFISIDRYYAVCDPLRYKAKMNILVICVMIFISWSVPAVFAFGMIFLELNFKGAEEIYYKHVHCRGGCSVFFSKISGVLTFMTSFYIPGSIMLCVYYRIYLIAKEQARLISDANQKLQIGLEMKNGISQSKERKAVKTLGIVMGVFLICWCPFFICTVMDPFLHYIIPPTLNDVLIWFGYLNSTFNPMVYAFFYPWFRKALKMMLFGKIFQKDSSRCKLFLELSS
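Signal – calcium-sensitive Fluo-8 signal, excitation 470-495, emission 515-575 nm · System – RD-HGA16 (CHO) cells co-expressing Gα16 and hTAAR1 · Incubation – 17-24 h seeding, 75 min 37 °C dye, 30 min RT · Compound dosing – 3 µM single concentration · Repeats – no replicates (n 1)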
TAAR1 antag: antagonists of human TAAR1. Q96RJ0. CHO RD-HGA16 TAAR1, Fluo-8 calcium fluorescence, antagonist. inhibition, % at 3 µM. hit rate 1.5% among 360,000;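 active means inhibition above a per-plate cutoff, the mean inhibition of test compounds on that plate plus 3 SD, cut at about 49% in these data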;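 further: 0% = DMSO plus EC80 beta-PEA response and 100% = DMSO alone without agonist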
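Assay system: RD-HGA16 CHO cells with stable hTAAR1 and Gα16 / Reagent: EC80 β-phenethylamine stimulus / Doses: 3 µM, single point / Timing: dye loading 75 min at 37 °C, then 30 min room temperature / Measured by: Fluo-8 intracellular calcium dye fluorescence, real-time kinetic reads / Controls: vehicle wells and EC80 agonist wells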
CHO parental Ca: signal in parental CHO cells, OX1R antagonist counter-screen; hit rate 0.63% among 330,000; AID 463079; inhibition, % at 5.6 µM; parental CHO-K1, ATP-induced calcium, Fluo-8 fluorescence;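 active means inhibition above that plate's mean sample inhibition plus 3 SD, cut at about 26% in these data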;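 further: 0% = ATP-challenged DMSO wells and 100% = DMSO wells without ATP; some compounds past the cut are filed as inactive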
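Material: Parental CHO cells | Reagent: ATP | Compound dosing: Single nominal dose of 5.6 µM per compound | Detection: Intracellular calcium via Fluo-8 no-wash fluorescent dye | Read-out: % inhibition of ATP-induced calcium mobilization | Benchmarks: Low control ATP plus DMSO, high control DMSO only | Replicates: Singlicate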
CHO-K1 Ca antag: counter-screen for M1 antagonists: effect in parental CHO-K1 cells. ATP-induced calcium, Fluo-8 fluorescence. inhibition, % at 3 µM. hit rate 0.6% among 360,000. AID 602250;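 active means inhibition above a per-plate cutoff, the plate's mean sample inhibition plus 3 SD, cut at about 24% in these data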;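 further: 0% = DMSO plus EC80 ATP and 100% = DMSO alone without ATP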
CHRM1 antagonist: blocks human M1 muscarinic receptor | P11229 | CHO-K1 hM1, Fluo-8 calcium fluorescence, ACh EC80 antagonist | inhibition, % at 3 µM | hit rate 1.3% among 360,000;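 active means percent inhibition above its own plate's cutoff, namely the mean of that plate's compound wells plus 3 SD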;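 further: peak over basal fluorescence ratio during 140 s after agonist addition; 0% = ACh EC80 plus DMSO and 100% = DMSO alone without agonist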
Active calls of the source: *; / = not tested or not shown. Compounds were not picked by outcome; any-hit rate near 4.2%.

SMILES	CHO-K1 Ca PAM	OXTR potentiator	CHRM1 agonist	CHO-K1 Ca ag	TAAR1 agonist	TAAR1 antag	CHO parental Ca	CHO-K1 Ca antag	CHRM1 antagonist
C/C(N)=C(/C#N)C(=O)COC(=O)c1ccc(O)cc1	17	-8	-1	0.6	4	-2	2	-6	-17
CNC(=O)c1c(NC(=O)c2ccc(S(=O)(=O)N3CC(C)OC(C)C3)cc2)sc2c1CCN(C(C)C)C2 (configuration not stated)	9	-6	-6	1.1	1	-6	-15	-10	6
O=[N+]([O-])c1cc(C(F)(F)F)ccc1N1CCN(CCO)CC1	8	-10	-4	1.4	4	18	-7	-13	-12
COc1ccc(NC(=O)c2cccc(Cl)c2)c[n+]1[O-]	8	/	-3	0.3	2	-18	/	-9	-9
CCn1c(C)c(C(C)=O)c(N2CCN(C(c3ccccc3)c3ccccc3)CC2)nc1=S	-16	0	-7	5.0	15	50*	-11	14	54*
O=C(COC(=O)c1ncc(Cl)c(Cl)c1Cl)NC1CCS(=O)(=O)C1 (configuration not stated)	-8	-3	-2	0.1	2	-31	-3	12	-3
CCNc1nc(SC(C)C(=O)Nc2ccccc2)nc(N(C)C)n1 (configuration not stated)	16	-12	-2	3.2	-1	-24	-25	-14	-2
Cc1ccc(/C=N/NC(=O)c2ccc3nc[nH]c3c2)o1	2	1	0	3.9	3	9	-2	-6	22
CC(C)(C)C(=O)Nc1ccc(-c2cc3cc(Cl)ccc3o2)cc1	23	1	-2	1.0	1	-36	7	-14	-11
CCC(=O)N1Cc2cc(C(=O)NCCOC)nc(-c3cccc(-c4ccc(C#N)cc4)c3)c2[C@H]1CCO	18	/	/	2.2	2	22	/	-3	/
COc1ccc(CNC(=O)C2CCCN(S(=O)(=O)c3c(C)n[nH]c3C)C2)cc1 (configuration not stated)	-12	-1	2	0.5	7	-28	-3	-9	-7
CC12CC3(C)CC(C)(C1)CC(NC(=O)N1CCCC1)(C2)C3	21	-4	-3	-0.2	20	1	-24	-13	-12
Cc1nnc(NC(=O)c2ccco2)s1	-13	-6	1	-0.4	5	-21	4	26*	-8
CCOC(=O)c1c(C)n(-c2ccc(C)cc2)c2ccc(OCC(O)CNCC3CCCO3)cc12 (configuration not stated)	5	-11	-4	3.9	/	/	-10	3	1
CSc1nnc(NC(=O)c2ccc(S(=O)(=O)N3CCOCC3)cc2)s1	19	-5	-1	1.4	4	-9	-13	-18	-16
COc1ccc(C(=O)NCC(=O)N/N=C/c2cccnc2)cc1OC	11	-5	0	0.0	2	-23	-4	-15	-11
O=[N+]([O-])c1cc(Cl)ccc1N1CCN(c2cccc(C(F)(F)F)c2)CC1	-5	-5	-6	0.1	2	-14	-14	-5	9
CC(Oc1ccccc1)C(=O)Nc1ccc(NC(=O)c2ccccc2)cc1 (configuration not stated)	-13	-1	-1	0.2	0	-11	-5	17	15
O=C(Cn1cc(C(F)(F)F)ccc1=O)Nc1ccccc1	-14	-3	-1	-0.1	1	-2	4	14	-19
Cc1ccc(S(=O)(=O)N/N=C\c2ccc(Cl)c([N+](=O)[O-])c2)cc1	6	-11	-3	0.3	0	-18	-4	-7	-23
COc1ccc(NC(=O)COC(=O)CCCC2=NS(=O)(=O)c3ccccc3N2)cc1Cl	-11	-3	-1	0.1	27	4	0	-5	-10
CCC(=O)OC1(C(C)=O)CCC2C3CCC4=CC(=O)CCC4(C)C3CCC21C (configuration not stated)	9	/	-5	-0.8	3	13	/	-13	-6
Cc1cc(Cl)c(OCCCn2cncn2)c(Br)c1	17	-11	-2	0.0	8	-4	-17	-4	-9
COc1ccc(OCC(=O)Nc2ccc(S(=O)(=O)N3CCCC3)cc2)cc1	9	-4	-5	3.2	4	1	7	8	-10
CC(OC(=O)c1cccc(-n2cnnn2)c1)C(=O)Nc1ccc(F)cc1Cl (configuration not stated)	-2	-1	-3	9.9	1	-6	7	-4	7
COc1ccccc1OCc1nc2ccccc2n1C	-1	-6	-6	0.8	3	-6	-8	-5	-22
Cn1c2c(c(=O)n(C)c1=O)C(c1ccc(C(F)(F)F)cc1)CC(=O)N2 (configuration not stated)	14	-11	10	2.9	31	6	4	-18	-10
Cc1nn(CC#N)c(=O)n1-c1ccc(C(C)C)cc1	1	-7	-1	-0.3	7	-18	-7	-3	-16
CCNC(=O)NC(=O)C(C)OC(=O)c1cc(S(=O)(=O)N2CCCCCC2)ccc1OC (configuration not stated)	10	-15	2	4.3	24	46	-14	12	20
Fc1cccc(NC(=S)NCc2ccccc2Cl)c1	-1	-18	3	13	14	-24	9	4	34
COc1ccc(OCc2cc(C(=O)N(C)Cc3cc(C)no3)no2)c(Cl)c1	-24	-4	0	0.5	1	-17	-4	-2	24
Cc1ccc(-c2nc3cccnc3s2)cc1NS(C)(=O)=O	5	-6	4	1.0	2	-13	-18	18	-19
Cc1sc2nc(CN3CCCC3)nc(Cl)c2c1C	6	-11	-12	0.2	-3	-1	-31	3	-5
CCOC(=O)C1CCN(C(=O)Nc2c(-c3ccccc3)noc2C)CC1	-2	0	-3	0.2	1	6	-11	3	-3
COc1cccc(-c2cn(C[C@H]3CC[C@@H]([C@@H]4CC[C@H](Cn5cc(-c6cccc(OC)c6)nn5)O4)O3)nn2)c1	18	-16	-9	3.4	18	46	-24	-9	6
CCNC(=S)N1CCN(S(=O)(=O)c2cccc(C(F)(F)F)c2)CC1	4	-7	-5	2.3	3	24	-3	-2	2

Two records drawn at random from those above:
SMILES	CHO-K1 Ca PAM	OXTR potentiator	CHRM1 agonist	CHO-K1 Ca ag	TAAR1 agonist	TAAR1 antag	CHO parental Ca	CHO-K1 Ca antag	CHRM1 antagonist
Cc1ccc(S(=O)(=O)N/N=C\c2ccc(Cl)c([N+](=O)[O-])c2)cc1	6	-11	-3	0.3	0	-18	-4	-7	-23
COc1ccc(NC(=O)COC(=O)CCCC2=NS(=O)(=O)c3ccccc3N2)cc1Cl	-11	-3	-1	0.1	27	4	0	-5	-10

Carrying on:
SMILES	CHO-K1 Ca PAM	OXTR potentiator	CHRM1 agonist	CHO-K1 Ca ag	TAAR1 agonist	TAAR1 antag	CHO parental Ca	CHO-K1 Ca antag	CHRM1 antagonist
Cn1c(SCC(=O)c2ccc(F)cc2)nnc1-c1cnccn1	16	1	-6	0.1	14	4	-6	-8	-6
CC(C)Cn1c(N)c(C(=O)COC(=O)Cc2cccc(C(F)(F)F)c2)c(=O)n(C)c1=O	-27	-9	-2	11	8	41	55*	23	38*
O=C1NC(=O)C2(CCC(C3CCCCC3)CC2)N1 (configuration not stated)	14	/	-3	0.1	1	-6	/	-15	-15
O=C(NCC1CCN(Cc2ccccc2F)CC1)Nc1ccccc1F	15	-11	-8	5.7	6	-11	0	-5	-10
Cc1cc(NC(=O)c2cnn3c(C(F)F)cc(C4CC4)nc23)no1	-9	-8	-1	-0.1	6	1	-11	15	-19
CCC(=O)Nc1ccc(-c2ccc(N3CCN(C)CC3)nn2)cc1	-16	-7	-4	-0.3	/	/	5	6	9
CCCCn1nnnc1SCC(=O)NNC(=O)C1CCCCC1	9	6	-2	0.0	4	-2	-7	-17	-25
COc1cccc(C(=O)OCC(=O)Nc2cc(C)c(C)cc2[N+](=O)[O-])c1	1	-3	-4	-0.1	12	2	-3	3	-3
O=C(NC(c1ccc(Cl)cc1)c1ccsc1)C1CCN(Cc2cccc(Cl)c2)CC1 (configuration not stated)	14	/	-2	3.2	10	41	/	-7	10
COc1ccc(C)cc1NC(=O)CSc1nnc(CC(=O)Nc2cccc(C(F)(F)F)c2)n1C	9	1	-3	0.5	14	-9	-13	-12	4
CC[N+](CC)(CC#Cc1ccccc1)CC#Cc1ccccc1	8	3	-7	0.3	1	4	-4	-11	42*
CCN(CC(=O)Nc1cc(C)nn1-c1nc(C)cc(C)n1)Cc1ccccc1	24	-4	0	1.9	14	-10	-29	-5	-15
CCN(CC(=O)Nc1ccc2c(c1)OCCO2)S(=O)(=O)c1ccc(F)cc1	-17	-6	-5	1.5	3	5	-1	-7	-2
Cc1ccc(N2C(=O)CC(Cc3cccc(C)c3)C2=O)cc1 (configuration not stated)	9	-2	-9	-0.2	1	12	-2	-1	6
O=C(NC(=S)Nc1ccc2c(c1)OCCO2)c1ccc(F)cc1Cl	-10	0	-9	-0.4	1	8	-9	7	1
C[C@H](CO)N1C[C@H](C)[C@H](CN(C)C(=O)c2ccccc2)OCc2cnnn2CCCC1=O	21	/	-2	0.4	1	4	/	-13	-15
COc1ccccc1N1CCN(C(=O)NC23CC4CC(CC(C4)C2)C3)CC1	-6	-5	-10	0.5	9	0	3	8	-3
c1ccc(Cc2nn3c(Cn4cnc5ccccc54)nnc3s2)cc1	-1	-6	0	13	21	42	6	-13	8
Cc1ccc(C(=O)Oc2coc(CSc3nnc(NC(=O)c4cccs4)s3)cc2=O)cc1C	11	-7	-5	0.5	-2	-27	-3	-7	-7
O=C(CSc1ccccc1)Nc1cccc(NC(=O)c2ccco2)c1	3	-4	-3	3.0	2	15	-23	-9	-9
CC(C)C[C@H]1CN=C(N(C)C)N1CC(C)C	17	0	-6	-0.1	5	12	2	-11	0
CCN(CC(=O)NCc1ccc(F)cc1)C(=O)Cc1c(F)cccc1Cl	8	-5	-1	1.0	6	-7	-21	-22	-11
Cc1ccc(-c2nc(NCc3cccnc3)c3ccccc3n2)cc1	17	-4	-8	2.5	-2	-4	-6	-11	-1
COc1cc(C)ccc1NC(=O)c1ccc(S(=O)(=O)N2CCOCC2)cc1	10	-7	-3	0.6	-1	3	-25	1	-8
COC(=O)CSc1nnc(CSc2nc(C)cc(C)n2)n1Cc1ccco1	8	-9	-4	0.2	6	3	-22	-17	-4
N#Cc1nc(COc2ccc(Br)cc2)oc1NCCN1CCOCC1	-2	-5	-5	0.9	8	-3	-20	-5	-3
Cc1nn(C)c(C)c1NC(=O)CN1CCC(O)(c2ccc3c(c2)OCO3)CC1	7	-5	-5	3.0	3	4	-5	-19	-3
C=CCOC(=O)c1sc(NC(=O)c2ccco2)nc1C	1	-2	-5	0.0	4	21	-5	1	-5
COc1ccc(-c2cc(-c3ccccc3)c(C#N)c(S(C)(=O)=O)n2)cc1	-2	-3	-1	0.1	1	-3	0	7	-26
Cc1oc2c(C)c3oc(=O)c(CC(=O)N[C@@H](CCCNC(N)=O)C(=O)O)c(C)c3cc2c1C	6	/	-2	-0.3	0	2	/	-17	-20
Cc1nn(CC(=O)N(C)c2c(N)n(Cc3ccccc3)c(=O)[nH]c2=O)c(C)c1[N+](=O)[O-]	9	-8	-4	0.1	-2	-3	-17	-13	-1

Assay outcomes from PubChem.
